High-throughput results from PubChem.
MT1-MMP act inh – MT1-MMP (human) activation inhibition. P50281. AID 651647. GFP/RFP ratio change, % at 20 µM. hit rate 0.061% among 360,000. HT1080 RFP-PRO-GFP cells, GFP/RFP ratio fluorescence, overnight; percent of plate control window, DMSO zero;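 active = GFP/RFP ratio change of at least 30% with cell ATP level not reduced by more than half and red fluorescence within 50% of control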; note: strong numbers were not always called active
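Assay system – RFP-PRO-GFP reporter HT1080 cells · Compound dosing – single dose of 20 µM compound, 1% DMSO final · Incubation – overnight compound exposure at 37 °C · Measure – GFP/RFP fluorescence ratio · Benchmarks – DMSO wells and RFP-L50D-GFP cells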
Rpn11 inh – Rpn11 (human) deubiquitinase inhibition; O00487; human 26S proteasome, Ub4-pepOG fluorescence polarization; 20S core pre-blocked with epoxomicin; calls only at 20 µM; hit rate 0.59% among 360,000; AID 588493;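 active = inhibition at 20 µM, scaled to each plate's controls, above about 33%, limit read from the data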
Target sequence (O00487 whole entry, looked up): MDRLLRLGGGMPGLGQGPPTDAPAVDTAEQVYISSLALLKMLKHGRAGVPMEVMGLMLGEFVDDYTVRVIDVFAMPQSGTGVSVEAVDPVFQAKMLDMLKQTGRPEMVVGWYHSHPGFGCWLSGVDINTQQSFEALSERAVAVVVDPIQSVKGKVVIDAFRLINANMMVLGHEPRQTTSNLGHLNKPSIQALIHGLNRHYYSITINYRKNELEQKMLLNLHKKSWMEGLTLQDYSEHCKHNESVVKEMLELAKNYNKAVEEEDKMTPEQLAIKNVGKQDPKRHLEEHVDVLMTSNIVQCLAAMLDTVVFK
FAS-TE inh – blocks the thioesterase domain of human fatty acid synthase; hit rate 0.67% among 360,000; inhibition, % at 15 µM; P49327; recombinant FAS-TE, OMFH fluorogenic substrate, fluorescence endpoint;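 active = compounds whose normalised, plate-corrected inhibition of enzyme fluorescence in the single-dose primary screen is 50% or more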;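 note: 0% = DMSO with enzyme and 100% = substrate without enzyme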
eLon inh – E. coli protease La inhibition; P0A9M0; purified E. coli Lon protease, fluorescence polarization; hit rate 0.42% among 360,000; inhibition, % at 7.94 µM; in the data active = inhibition above about 13%, passing the limit was not always enough;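 note: 0% = enzyme with probe and DMSO and 100% = no enzyme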
bovine MsrA act – bovine methionine sulfoxide reductase A activation. purified bovine MsrA, absorbance read-out. activation, % at 10.6 µM. hit rate 0.3% among 360,000. AID 602163; in the data active = activation above about 7.5%;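 note: 0% = vehicle and 100% = reference activator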
MsrA inh – bovine MsrA inhibition; purified bovine MsrA, absorbance read-out; inhibition, % at 15.5 µM; hit rate 0.75% among 360,000; AID 651718; in the data active = inhibition above about 4.5%;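 note: 0% = vehicle wells with enzyme and 100% = reference inhibitor wells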
Rin1-Abl PPI inh – blocks binding of human Rin1 to Abl; TR-FRET Rin1/Abl binding, biochemical; inhibition, % at 7.35 µM; hit rate 0.4% among 360,000; AID 588664; in the data active = inhibition above about 5%, passing the limit was not always enough
PABP1 MLLE inh – inhibitors of microRNA-mediated deadenylation, human PABP1 MLLE binding; P11940; GST-MLLE / FITC-PAM2 fluorescence polarization; inhibition, % at 20 µM; hit rate 0.36% among 360,000; AID 588489; in the data active = inhibition above about 35%, passing the limit was not always enough;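 note: plate controls were DMSO wells with GST-MLLE for no effect and wells lacking GST-MLLE protein for full effect; some results filed as inactive read as strong as hits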
CSN deneddyl inh – inhibitors of human CSN-mediated cullin deneddylation; Purified CSN, SCF-Nedd8-OG deneddylation, fluorescence polarization; inhibition, % at 12.5 µM; hit rate 0.38% among 360,000; AID 651999;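 active = pattern-corrected inhibition above about 35%, with an unprinted fluorescence ratio check between 0.5 and 1.5, limit read from the data, passing the limit was not always enough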;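 note: 0% = enzyme with substrate and 100% = substrate without enzyme; some results filed as inactive read as strong as hits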
Target sequence (Q92905 whole entry, looked up, one chain of several): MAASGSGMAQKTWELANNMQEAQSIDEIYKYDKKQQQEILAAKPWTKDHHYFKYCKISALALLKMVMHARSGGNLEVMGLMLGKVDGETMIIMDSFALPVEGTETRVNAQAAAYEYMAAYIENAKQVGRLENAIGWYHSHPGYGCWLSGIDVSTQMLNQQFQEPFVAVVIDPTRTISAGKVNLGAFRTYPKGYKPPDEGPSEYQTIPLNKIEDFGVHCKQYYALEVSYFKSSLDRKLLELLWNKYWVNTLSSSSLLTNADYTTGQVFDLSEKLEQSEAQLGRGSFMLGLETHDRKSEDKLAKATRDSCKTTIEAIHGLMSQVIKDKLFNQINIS
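Assay system: Purified human Csn5 enzyme expressed in HEK293T cells | Amount: Enzyme 0.24 nM | Measured by: Fluorescence polarization readout | Medium: Tris/NaCl/DTT buffer, pH 7.5 | Compound dosing: One concentration, 12.5 µM, 0.25% DMSO | Times: 90 min incubation of compound, enzyme and substrate at room temperature | Control set: no-enzyme wells high, enzyme-with-substrate wells low | Read-out: % inhibition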
An asterisk follows results filed as active; i = inactive; nt = not tested or not shown.

The opening 5 entries (preview)
#	Structure	MT1-MMP act inh	Rpn11 inh	FAS-TE inh	eLon inh	bovine MsrA act
1	COc1cccc(C2C(C(=O)c3ccco3)=C(O)C(=O)N2CCCN2CCOCC2)c1OC (configuration not stated)	-1	i	-9	-2	-6
2	COc1ccc(C(=O)N/N=C/c2ccccn2)cc1OC	-2	i	-2	-9	-2
3	Cc1ccc(N2CC(=O)N(NC(=O)Nc3ccc(Cl)c(Cl)c3)CC2=O)cc1	2	i	-3	11	-4
4	Cc1sc(NC(=O)CSc2nnc(CCNC(=O)c3cccs3)n2C)nc1-c1ccccc1	-6	i	-6	-4	-1
5	COc1cc(C(=O)Nn2c(O)c(C3=c4ccccc4=NC3=O)sc2=S)ccc1O	2	i	-3	0	6

#	MsrA inh	Rin1-Abl PPI inh	PABP1 MLLE inh	CSN deneddyl inh
1	4.7*	-1	5	-2
2	1.2	-2	-17	0
3	-1.1	-3	3	-2
4	-0.4	-2	1	1
5	1.9	-2	25	-1

The listing, previewed entries included:
#	Structure	MT1-MMP act inh	Rpn11 inh	FAS-TE inh	eLon inh	bovine MsrA act
1	COc1cccc(C2C(C(=O)c3ccco3)=C(O)C(=O)N2CCCN2CCOCC2)c1OC (configuration not stated)	-1	i	-9	-2	-6
2	COc1ccc(C(=O)N/N=C/c2ccccn2)cc1OC	-2	i	-2	-9	-2
3	Cc1ccc(N2CC(=O)N(NC(=O)Nc3ccc(Cl)c(Cl)c3)CC2=O)cc1	2	i	-3	11	-4
4	Cc1sc(NC(=O)CSc2nnc(CCNC(=O)c3cccs3)n2C)nc1-c1ccccc1	-6	i	-6	-4	-1
5	COc1cc(C(=O)Nn2c(O)c(C3=c4ccccc4=NC3=O)sc2=S)ccc1O	2	i	-3	0	6
6	Cc1cccc(-n2c(SCCC(=O)O)nnc2-c2cccs2)c1C	1	i	-1	-6	-4
7	CCCN1CCN(C(=O)c2c(Cl)cnn2C)CC1	-3	i	-5	-2	-2
8	O=C(Nc1ccc2[nH]c(=S)sc2c1)Nc1ccccc1F	-2	i	2	0	3
9	O=Cc1ccc(-c2c(-c3ccccc3)oc3c2C(OCCCCO)CCC3)o1 (configuration not stated)	-2	nt	-2	-12	-10
10	C=CCNC(=O)c1ccccc1NC(=O)C1CCN(S(=O)(=O)c2ccc(SC)cc2)CC1	-3	i	12	16	-5
11	O=C(N[C@@H]1C/C=C\C[C@H](CC(=O)N(CCO)Cc2ccccc2)C(=O)N[C@@H](Cc2ccccc2)COC1=O)OCC1c2ccccc2-c2ccccc21	-7	i	20	-4	-2
12	CCOC(=O)Cc1csc(NC(=O)CSc2nnc(C(C)C)n2CC)n1	-5	i	-1	0	-1
13	C=CCN1C(=O)C(CC(=O)Nc2ccc(C)cc2)SC1=Nc1c(C)n(C)n(-c2ccccc2)c1=O (configuration not stated)	1	i	-6	-4	1
14	Cc1onc(-c2ccccc2Cl)c1C(=O)Oc1cc(N)n(S(=O)(=O)c2ccc(F)cc2)n1	1	i	34	10	-4
15	OC(c1ccccc1)c1ncc(-c2ccccc2Cl)[nH]1 (configuration not stated)	-1	i	-8	-12	1

#	MsrA inh	Rin1-Abl PPI inh	PABP1 MLLE inh	CSN deneddyl inh
1	4.7*	-1	5	-2
2	1.2	-2	-17	0
3	-1.1	-3	3	-2
4	-0.4	-2	1	1
5	1.9	-2	25	-1
6	0.8	1	-51	-1
7	0.4	0	-4	0
8	2.2	3	8	1
9	2.0	nt	nt	5
10	-0.6	0	-109	0
11	0.5	-1	-14	-2
12	-0.8	1	0	3
13	-0.9	3	23	-5
14	0.6	0	0	2
15	0.1	-1	2	-6

Next part
#	Structure	MT1-MMP act inh	Rpn11 inh	FAS-TE inh	eLon inh	bovine MsrA act
16	COc1ccc(-n2ncc(C(=O)NC3CC3)c2C2CCN(C(=O)OC(C)(C)C)CC2)cc1	1	i	-4	-9	-4
17	Nc1cc(=O)[nH]c(=S)n1-c1ccccc1	-2	i	-17	-9	-13
18	NC(CC(=O)NC(c1ccccc1)(c1ccccc1)c1ccccc1)C(=O)O (configuration not stated)	2	i	-8	-4	-3
19	CC(C)CCn1nnnc1C(C(C)C)N1CCC(C(N)=O)CC1 (configuration not stated)	0	i	-8	-4	-1
20	CCN1C(=O)/C(=C\N(C)C)S/C1=N\S(=O)(=O)c1ccc(C)cc1	0	i	6	3	-5
21	COc1cc(C(=O)NCCC(C)C)c([N+](=O)[O-])cc1OC	2	i	-7	8	1
22	CCSc1nncn1/N=C/c1ccc(OC)c(OC)c1	-4	i	-6	0	-5
23	NS(=O)(=O)c1ccc(NC(=S)NC(=O)c2cccc(Br)c2)cc1	-1	i	2	0	-1
24	Cc1oc(CSCC2CCCO2)cc1C(=O)O (configuration not stated)	2	i	-4	-1	-2
25	C[N+](C)(C)CCNC(=O)c1c[nH]c2ccccc12	1	nt	-9	-4	-2
26	COc1ccc(C2/C=C\CN(C(=O)NC(C)C)CC(=O)N2Cc2ccc(F)cc2)cc1 (configuration not stated)	-7	i	-4	5	-2
27	Cc1ccc(C(=O)NCCNC(=O)CN2CCOCC2)cc1	-2	i	-8	-9	0
28	CCC(COC)NC(=O)c1ccc(OC)c(OC2CCN(C(C)=O)CC2)c1 (configuration not stated)	-2	i	-4	-2	-3
29	COc1ccc(C2=NN(c3ccc(C(=O)O)cc3)C(c3ccc(OC)c(OC)c3)C2)cc1 (configuration not stated)	-2	i	-3	4	-16
30	COC(=O)c1cc(S(=O)(=O)NCCc2ccc(C)cc2)c[nH]1	-1	i	-4	-4	-1

#	MsrA inh	Rin1-Abl PPI inh	PABP1 MLLE inh	CSN deneddyl inh
16	1.4	2	-11	3
17	-0.1	-1	13	-1
18	-1.0	0	-3	2
19	-1.0	0	5	1
20	0.4	4	3	3
21	1.7	1	4	2
22	2.6	-4	2	4
23	2.0	0	35	3
24	0.6	0	25	-2
25	-0.5	nt	nt	-1
26	1.9	-2	1	-4
27	-0.9	3	-4	-2
28	-0.7	0	-10	0
29	3.2	4	-5	-3
30	2.3	-3	-6	8

(further entries)
#	Structure	MT1-MMP act inh	Rpn11 inh	FAS-TE inh	eLon inh	bovine MsrA act
31	O=C(Nc1ccc([N+](=O)[O-])cc1)C1CC12CCC2 (configuration not stated)	-5	i	2	-5	-5
32	Cc1ccc(C2=NN(C(=O)CSc3nccn3C)C(c3ccco3)C2)cc1 (configuration not stated)	0	i	-8	-3	1
33	Cc1cc2c(NC3CCCCC3)ncnc2s1	3	i	-3	-1	-6
34	CN1C(=O)c2c(sc3c2CC(C)(C)SC3)N2CCN=C12	7	i	-7	-5	-5
35	Cc1ccccc1/[N+]([O-])=C/c1ccncc1	4	i	-16	-8	-9
36	COC(=O)c1ccc(C)c(NC(=O)CN(c2cc(OC)ccc2OC)S(C)(=O)=O)c1	nt	i	-4	-9	-13
37	CCOc1ccc(N2C(=O)CC(N3CCN(C4CCc5ccccc5C4)CC3)C2=O)cc1 (configuration not stated)	7	i	-3	-12	0
38	COc1ccc(C(=O)N2CCCC2(C)C(=O)O)cc1C(F)(F)F (configuration not stated)	0	i	-3	4	-2
39	O=C(CSc1ccc(Cl)cc1)Nc1ccc(NC(=O)c2ccco2)cc1	8	i	-5	1	-2
40	Cc1ccccc1NC(=O)CSC1=NCCN1	7	i	-13	2	-1
41	COC(=O)C1(Cc2cc(-c3ccc([N+](=O)[O-])cc3)no2)CCN(C(=O)OC(C)(C)C)CC1	5	i	24	-13	-5
42	CCOc1ccc(CN2CCN(CC3CC3)CC2CCO)cc1 (configuration not stated)	4	i	-4	-5	-1
43	O=C(COC(=O)C1CCN(S(=O)(=O)c2ccc3c(c2)OCCO3)CC1)Nc1cccc2ccccc12	4	i	-6	8	-5
44	CN(C(=O)CSc1nc2[nH]ncc2c(=O)[nH]1)c1ccccc1	2	i	-7	-2	-9
45	OC(COc1cccc2ccccc12)CN1CCCC1 (configuration not stated)	-2	i	0	2	2

#	MsrA inh	Rin1-Abl PPI inh	PABP1 MLLE inh	CSN deneddyl inh
31	1.4	0	-7	0
32	-1.1	0	-126	3
33	0.5	-1	4	-2
34	-0.4	2	-1	-3
35	0.6	-2	22	4
36	-0.7	5	-5	3
37	0.8	1	9	2
38	1.7	0	7	-1
39	0.6	0	-3	2
40	-0.6	1	16	-8
41	-0.4	2	-9	1
42	0.8	-5	-5	2
43	-0.4	-1	-14	-10
44	0.2	2	0	2
45	0.6	5	0	-4

Remaining list, next part:
#	Structure	MT1-MMP act inh	Rpn11 inh	FAS-TE inh	eLon inh	bovine MsrA act
46	Cc1ccc(-c2[nH]c(-c3ccc(C(=O)O)cc3)nc2-c2ccccc2)cc1	0	i	10	6	-4
47	CCOC(=O)C1=C(C)NC(=O)NC1c1c(C)nn(-c2ccccc2)c1Cl (configuration not stated)	2	i	-10	-7	-1
48	Cc1ccc(CN(C)C(=O)C2CCCN2C(=O)c2cccs2)o1 (configuration not stated)	-7	i	-6	-12	-3
49	CCCCSc1nnc([C@H](CC(C)C)NC(=O)OC(C)(C)C)o1	-3	i	6	7	3
50	CCOC(=O)C(=NCC1CCCO1)NNc1cc(Cl)ccc1Cl (configuration not stated)	2	i	24	3	0
51	C[C@H](CO)N1C[C@H](C)[C@@H](CN(C)C(=O)CCCN(C)C)OCc2cn(nn2)CCCC1=O	1	i	-9	-8	-4
52	O=[N+]([O-])c1ccc(/C=N/Nc2nc(N3CCCCC3)nc(N3CCCCC3)n2)cc1	3	i	54*	-2	-3
53	CCCN(Cc1ccccc1)C(=S)Nc1ccc(C(C)=O)cc1	-2	i	14	6	1
54	COc1cc(C2=Nc3c(c(C)nn3-c3ccccc3)P(=O)(N3CCOCC3)O2)cc(OC)c1OC (configuration not stated)	0	i	-2	1	5
55	CC(C)(C)NCC(O)Cn1cc(C=O)c2ccccc21 (configuration not stated)	0	i	-8	3	-8
56	Cn1nnc2cc(C(=O)Nc3cccnc3)ccc21	4	i	-3	-3	-4
57	CCOc1cccc(CN2CCCC(N3CCc4ccccc4C3)C2)c1O (configuration not stated)	-3	i	-8	4	-1
58	Cc1cccc(C)c1-n1nnnc1C(c1ccnc2ccccc12)N1CCCN(C(=O)OC(C)(C)C)CC1 (configuration not stated)	-6	nt	9	0	0
59	O=C(NNC(=O)c1cccnc1)c1ccncc1	-2	i	-3	5	-2

#	MsrA inh	Rin1-Abl PPI inh	PABP1 MLLE inh	CSN deneddyl inh
46	3.4	2	27	3
47	-0.2	2	9	-2
48	-1.2	5	25	-4
49	-0.6	5	-41	-4
50	0.0	-3	-11	-3
51	2.7	0	13	2
52	0.1	0	6	-2
53	1.1	-1	-84	-5
54	-0.5	-1	1	2
55	0.2	-1	-3	0
56	0.2	3	5	4
57	-0.7	0	-4	-4
58	-0.8	nt	nt	0
59	0.9	-1	-15	-5
